D2 PAM = HTS Assay for Positive Allosteric Modulators of the Human D2 Dopamine Receptor: Primary Screen for Potentiators | actives 0.34% (n = 340,000) | D(2) dopamine receptor (Homo sapiens), P14416 | HEK293 T-REx D2, calcium flux, EC20 dopamine potentiation | potentiation, % at 10 µM;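 active = potentiation over 3 SD above the plate norm, cut at about 30% in these data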; note: 0% is about no effect
Target sequence (P14416 whole entry, looked up): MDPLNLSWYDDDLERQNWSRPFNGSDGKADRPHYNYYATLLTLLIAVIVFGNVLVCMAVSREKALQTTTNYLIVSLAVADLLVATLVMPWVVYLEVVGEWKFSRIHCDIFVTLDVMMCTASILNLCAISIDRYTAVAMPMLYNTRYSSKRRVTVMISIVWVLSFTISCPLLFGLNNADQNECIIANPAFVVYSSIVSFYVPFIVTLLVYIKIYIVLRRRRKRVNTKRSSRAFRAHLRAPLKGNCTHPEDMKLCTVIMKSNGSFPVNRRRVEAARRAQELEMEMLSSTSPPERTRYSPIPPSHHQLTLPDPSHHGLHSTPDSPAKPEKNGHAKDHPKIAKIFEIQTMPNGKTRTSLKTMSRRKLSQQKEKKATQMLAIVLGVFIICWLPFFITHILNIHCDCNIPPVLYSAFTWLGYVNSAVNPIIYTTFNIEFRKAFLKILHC
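Potentiation of an EC20 dopamine calcium response is measured in a force-coupled, tetracycline-inducible Hek293 Trex D2 line. Compound-only kinetic reads over 180 s flag agonists before dopamine addition.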
Vif-APOBEC3G blk = qHTS for Inhibitors of Vif-A3G Interactions: qHTS; Potency, µM (top dose mostly 46.1 µM), without a hit: at the highest dose activity, negative = active, actives largely listed as inhibitors; actives 0.076% (n = 410,000); DNA dC->dU-editing enzyme APOBEC-3G (Homo sapiens), Q9HC16; HeLa A3G-eYFP + Vif (tagged APOBEC3G with the HIV-1 protein that degrades it), YFP fluorescence, overnight;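 note: potency is the fitted concentration of half-maximal effect; % is set by controls: 0 for no effect and ±100 for the full control effect; nearly all actives have a fitted effect of over 60% in size; hits raise eYFP signal because A3G escapes Vif-driven loss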
Target sequence (Q9HC16 whole entry, looked up): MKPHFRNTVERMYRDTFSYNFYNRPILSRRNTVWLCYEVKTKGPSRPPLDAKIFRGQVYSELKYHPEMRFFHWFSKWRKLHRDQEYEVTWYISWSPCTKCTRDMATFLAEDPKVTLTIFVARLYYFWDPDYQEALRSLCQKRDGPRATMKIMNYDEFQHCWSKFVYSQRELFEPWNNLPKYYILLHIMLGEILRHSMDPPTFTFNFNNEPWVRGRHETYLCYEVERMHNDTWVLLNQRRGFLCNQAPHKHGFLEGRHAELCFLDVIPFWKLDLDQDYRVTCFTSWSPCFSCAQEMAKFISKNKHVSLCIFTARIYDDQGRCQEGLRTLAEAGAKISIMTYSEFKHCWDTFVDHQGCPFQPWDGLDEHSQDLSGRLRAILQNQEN
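Read-out is eYFP fluorescence (Ex 488/Em 500-530) from Vif-expressing HeLa A3G-eYFP cells; more signal means A3G escaped Vif-mediated degradation. Cells plated overnight, compound pinned in, incubated overnight at 37 deg C.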
RXFP1 agonist = qHTS Assay for Agonists of the Relaxin Receptor RXFP1. Relaxin receptor 1 (Homo sapiens), Q9HBX9. HEK293T-RXFP1 cAMP TR-FRET, 30 min; response scale: percent of porcine relaxin response, buffer zero. Potency, µM (highest dose often 57.5 µM), for inactives: at the highest dose activation, actives largely listed as activators. actives 0.3% (n = 370,000); note: potency is the fitted concentration of half-maximal effect; % is set by controls: 0 for no effect and ±100 for the full control effect; nearly all actives have a fitted effect of over 60% in size; many of its hits are not listed in these tables
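HEK293T cells stably expressing RXFP1 were pretreated with the PDE4 inhibitor Ro 20174, exposed to compounds for 30 min at 37C, lysed, and cAMP was read by TR-FRET. Data normalized to buffer (basal) and 29 nM porcine relaxin (100%).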
D1 agonist = Allosteric Agonists of the Human D1 Dopamine Receptor: qHTS; HEK293 T-REx D1 cells, calcium flux, agonist mode; activation, % at 2 µM; actives 1% (n = 360,000); AID 504660, 2011; in the data active = activation above about 30%; note: 0% is about no effect
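Tetracycline-induced HEK293 TREx D1 cells, force-coupled to calcium signalling, were dye-loaded with a no-wash calcium kit. Compound was pin-added after a 10 s baseline. Fluorescence was read kinetically at 1 cycle/s for 180 s, with calcium rises flagged as agonism.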
D1 potentiator = Potentiators of Human D1 Dopamine Receptor: qHTS; D(1A) dopamine receptor (Homo sapiens), P21728; HEK293 TREx D1 cells, calcium flux, dopamine EC20 potentiation; potentiation, % at 10 µM; actives 0.036% (n = 360,000); AID 504651, 2011; in the data active = potentiation above about 30%; note: 0% is about no effect
Glioma ERSR ind = qHTS for Inducers of the Endoplasmic Reticulum Stress Response (ERSR) in Human Glioma: qHTS. U87-MG GRP78 promoter luciferase reporter, 16 h. Potency, µM, for inactives: at the top dose activation, actives largely listed as activators. actives 0.02% (n = 420,000); note: potency is the fitted concentration of half-maximal effect; series mostly up to about 76 µM; % of control where 0% means no effect; nearly all actives have a fitted effect of over 35% in size
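Stably transfected U87-MG human glioma cells carrying a GRP78-based luminescent sensor were seeded at 1000 cells/well, pin-dosed with compounds and incubated 16 h. Luciferase reagent was then added, and end-point luminescence was read after 10 min at room temperature.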
Vif-A3F inh = qHTS for Inhibitors of Vif-A3F Interactions: qHTS; HeLa A3F-eYFP + Vif (tagged APOBEC3F with the HIV-1 protein that degrades it), YFP fluorescence increase; Potency, µM (doses to about 46.1 µM), without a hit: at the highest dose activity, negative = active; AID 602313, 2012; actives 0.2% (n = 390,000); note: potency is the fitted concentration of half-maximal effect; % of control where 0% means no effect; nearly all actives have a fitted effect of over 65% in size
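HeLa cells stably expressing Vif plus C-terminally eYFP-tagged A3F were seeded, incubated overnight at 37 deg C, dosed with compound, incubated overnight again at 37 deg C. Yellow fluorescence (Ex 488/Em 500-530) reported blocked Vif-mediated A3F-eYFP degradation.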
D1 antag = Antagonist of Human D 1 Dopamine Receptor: qHTS; D(1A) dopamine receptor (Homo sapiens), P21728; HEK293 TREx D1 cells, calcium flux, dopamine EC80; active compounds read low; activity change, negative = inhibition, % at 10 µM; actives 3.2% (n = 360,000); in the data active = activity change below about -30%; note: % is set by controls: 0 for no effect and ±100 for the full control effect
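Cells carrying a force-coupled, tetracycline-inducible human D1 receptor report calcium flux. Each well gets a 10 s baseline, compound with 180 s monitoring, then an EC80 dopamine stimulus with a second 180 s kinetic read.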
RXFP1 antag = qHTS Assay for Antagonists of the Relaxin Receptor RXFP1 | Relaxin receptor 1 (Homo sapiens), Q9HBX9 | activity change, negative = inhibition, % at 57.5 µM | AID 1259400, 2018 | actives 0.59% (n = 350,000) | HEK293-RXFP1, relaxin-stimulated cAMP HTRF, 30 min; active compounds read low;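 active = activity change of -60% or lower, but not beyond a set lower limit; inconclusive = change between -60% and -40%, or beyond the set limit; inactive = change above -40%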; note: % is set by controls: 0 for no effect and ±100 for the full control effect
An asterisk follows results filed as active; ? = inconclusive; nt = not tested or not shown. Unless noted, calls come from the whole dose curve; as a rule, active = well fitted curve in the direction sought with a large enough effect; inconclusive = small, poorly fitted or top-dose-only effect, or another doubt; inactive = no such curve, though single readings can be large; an effect the other way counts as inactive or inconclusive. Only part of the results is shown; the hit share may differ from the screen's.

SMILES | D2 PAM | Vif-APOBEC3G blk | RXFP1 agonist | D1 agonist | D1 potentiator | Glioma ERSR ind | Vif-A3F inh | D1 antag | RXFP1 antag
CC(C)(C)n1cnc2cc(NC(=O)c3ccco3)ccc21 | 5 | 1% | -0.6% | 1 | -1 | -9% | 11% | 2 | 8
CCOCCCNC(=S)N1C2CCC1CC(NC(=O)NC1CCCCC1)C2 (centres undefined) | -4 | -1% | 1.6% | 2 | -4 | -6% | 0% | 4 | 13
COc1ccc(C(=O)Nc2ccc(NC(=O)C3CCCCC3)nc2)cc1 | -2 | 0% | 27% | 3 | -6 | -2% | 2% | -5 | -6
COc1ccc(C(=O)NCC(=O)OCC(=O)c2cc(OC)c(OC)c(OC)c2)cc1OC | -3 | 0% | 2.8% | 6 | 0 | -1% | 2% | 10 | -1
Cc1c(/C(O)=C2\C(=O)C(=O)N(CCCN(C)C)C2c2ccco2)cnn1-c1ccccc1 (centres undefined) | nt | 3% | nt | nt | nt | -2% | 9% | nt | -1
O=C(O)CCC(=O)Nc1ccc(-c2csc(Nc3cccc4ccccc34)n2)cc1 | 5 | -4% | -0.3% | 2 | 2 | 0% | 1% | -4 | 3
CC(=O)c1ccc(NC(=O)c2nc(-c3ccc(Cl)cc3)n3c2CCCCC3)cc1 | 1 | -2% | 3.2% | 4 | -3 | -3% | 3% | 16 | -11
COc1cccc(CNC(=O)C2CCCN(S(=O)(=O)c3cn(C)cn3)C2)c1 (centres undefined) | -3 | -8% | 1.2% | 1 | 0 | -1% | -24% | 2 | -8
COc1ccc(C2C(C#N)=C(N)OC3=C2C(=O)CCC3)cc1OC (centres undefined) | -3 | -1% | -0.1% | 1 | 1 | -4% | -1% | 5 | -1
COc1ccc(N(C(=O)c2ccco2)C(C(=O)NC2CCCC2)c2ccncc2)cc1OC (centres undefined) | -9 | -4% | 0.1% | 1 | 2 | 0% | -18% | -1 | 6
OCC[C@@H]1C[C@H](O)[C@@H](O)[C@]2(CCCc3ccccc3O2)O1 | 2 | 1% | 1.3% | 2 | -3 | -3% | 0% | 4 | nt
COc1cccc(NC(=O)Nc2nnc(N3CCCCC3C)s2)c1 (centres undefined) | 2 | 0% | 3.3% | -1 | 1 | 4% | 0% | 6 | nt
C=CCn1c(COc2ccccc2)nnc1SC(C)C(=O)N/N=C/c1cc(Cl)ccc1O (centres undefined) | -4 | -6% | -1.0% | 3 | -2 | -2% | -4% | -14 | -2
COc1ccccc1OCc1nc(C#N)c(N2CC(C)CC(C)C2)o1 (centres undefined) | 14 | 0% | 0.8% | 4 | -1 | -3% | -9% | 6 | nt
CCOc1cc(C2C(C(=O)N3CCCCC3)=C(C)NC3=C2C(=O)CCC3)cc(Br)c1O (centres undefined) | 26 | -1% | 1.9% | 1 | 1 | -3% | -8% | -10 | -11
O=c1c2ccccc2nnn1Cc1ccc(Br)cc1 | -4 | -7% | 1.4% | 2 | 3 | 4% | 8% | -4 | 13
COc1cc(C(=O)NCc2nnc(SCC(=O)NCCc3ccccc3)o2)cc(OC)c1OC | 12 | 2% | -1.1% | 1 | -1 | -2% | -1% | 4 | 0
Cc1ccc([N+](=O)[O-])cc1NC(=O)C(C)N1CCCCC1 (centres undefined) | -23 | 0% | -1.7% | 0 | -9 | -4% | 3% | 2 | 6
O=C1NCCCC1C(=O)N1CCN(C(=O)c2ccco2)CC1 (centres undefined) | 14 | 1% | 0.1% | 2 | 2 | -3% | -9% | 0 | -5
CCOC(=O)C(C(=O)OCC)N(C#N)c1nc(OC)nc(N(C)C)n1 | -5 | 3% | 2.0% | -2 | 0 | -3% | -6% | -7 | 8
Cn1ccc2cc(-c3ccc4ncnc(NCc5cccc(F)c5)c4c3)ccc21 | nt | nt | 2.3% | 2 | 7 | nt | nt | 6 | nt
O=C(Cn1cnc([N+](=O)[O-])n1)N/N=C/c1ccc(O)cc1O | 0 | 3% | -0.3% | 8 | -2 | -4% | 8% | -4 | -6
CCCCN(C(=O)CSc1cc(C)c2ccccc2n1)c1c(N)n(Cc2ccccc2)c(=O)[nH]c1=O | 8 | -4% | 1.1% | 1 | -2 | -1% | -10% | 6 | -7
COc1ccccc1OCCNC(=O)CCNS(=O)(=O)c1ccc(C)cc1 | nt | -9% | nt | nt | nt | -3% | 2% | nt | -5
CC(=O)Oc1ccccc1C1C[C@]2(C)CC(=O)NC2N1C(C)=O (some centres undefined) | -1 | -5% | -3.4% | 18 | -2 | -5% | 13% | -20 | -1

Entries from the list above that contain bromine (two):
SMILES | D2 PAM | Vif-APOBEC3G blk | RXFP1 agonist | D1 agonist | D1 potentiator | Glioma ERSR ind | Vif-A3F inh | D1 antag | RXFP1 antag
CCOc1cc(C2C(C(=O)N3CCCCC3)=C(C)NC3=C2C(=O)CCC3)cc(Br)c1O (centres undefined) | 26 | -1% | 1.9% | 1 | 1 | -3% | -8% | -10 | -11
O=c1c2ccccc2nnn1Cc1ccc(Br)cc1 | -4 | -7% | 1.4% | 2 | 3 | 4% | 8% | -4 | 13

Further entries follow:
SMILES | D2 PAM | Vif-APOBEC3G blk | RXFP1 agonist | D1 agonist | D1 potentiator | Glioma ERSR ind | Vif-A3F inh | D1 antag | RXFP1 antag
CCOc1ccc(S(=O)(=O)Nc2nc3ccccc3nc2N2CCN(C)CC2)cc1 | -3 | 0% | 0.0% | 4 | 0 | -4% | 3% | -7 | -4
COc1cccc(-c2nnn(CC(=O)N3CCC(C)CC3)n2)c1 | -7 | -2% | 2.0% | 4 | -4 | 2% | -7% | 2 | 4
O=C(NC1CCCCC1)c1ccccc1NC(=S)NC(=O)C1CC1 | 10 | 1% | -1.4% | 3 | -4 | -2% | 1% | 18 | 14
Cc1cccc(C(=O)Nc2cccc(C(=O)N/N=C/c3cccc(C)n3)c2)c1 | -7 | -8% | 0.1% | 0 | -3 | 3% | -14% | -14 | 0
Cc1[nH]c2ccccc2c1C(=O)CSC(=S)N1CCN(C)CC1 | -2 | -1% | -0.2% | 9 | -2 | 5% | 10% | -25 | -5
CCOc1ccc(NC(=O)COC(=O)C2CC2C)cc1 (centres undefined) | nt | 2% | nt | nt | nt | 9% | 4% | nt | -10
O=C(NCCc1ccc(Cl)cc1)c1ccc(Cn2c(=O)[nH]c3ccccc3c2=O)cc1 | 10 | -10% | ? | 0 | -3 | -2% | 10% | 10 | 5
Cc1cc(C(=O)COC(=O)c2ccc3c(c2)NC(=O)CS3)c(C)n1CC1CCCO1 (centres undefined) | 5 | -4% | 3.1% | 16 | 0 | -3% | -17% | -23 | -5
O=C(CSc1nnc(SCc2ccc(Cl)cc2)s1)N/N=C/c1ccccc1C(=O)O | 1 | -2% | 5.4% | 2 | -3 | 0% | 9% | 22 | -9
COc1ccc(N2CCN(Cc3cc(=O)oc4cc(-c5ccccc5)c(O)cc34)CC2)cc1 | -2 | -6% | 0.9% | 1 | -5 | 2% | -21% | -2 | -13
CCOc1ccc(CCNC(=O)c2cc3c(-c4ccccc4F)nn(C)c3s2)cc1OCC | 5 | -5% | 0.0% | 3 | 16 | -2% | 1% | 1 | -18
CCOC(=O)c1c(CN2CCC(C)CC2)n(C)c2cc(Br)c(OC)cc12 | -19 | -5% | 0.2% | 2 | 3 | -2% | -1% | -14 | -3
COc1cc(C(=O)Nc2ccc(C)cc2)c2ccccc2n1 | 4 | ? | 0.1% | 1 | 5 | -9% | 4% | 3 | -12
Cc1nc(SCc2cc(=O)c3cccc(F)c3[nH]2)n[nH]1 | -5 | -3% | 3.4% | 2 | -5 | -2% | -1% | -6 | -1
COc1ccccc1NC(=S)N1CCN(Cc2ccc3c(c2)OCO3)CC1 | 7 | -1% | 1.5% | 4 | -3 | -5% | -2% | 1 | 0
Cc1ccc(NC(=O)CSc2cccc3cccnc23)c(C)c1 | -5 | -5% | 3.4% | 5 | 0 | -3% | 7% | -9 | 6
COc1ccc(Nc2nc(Cl)nc(NCc3ccco3)n2)cc1 | -1 | 2% | 1.1% | 0 | -1 | -4% | 6% | -12 | -9
CC(C)NC(=O)c1cc(-c2cccs2)nc2ccccc12 | 0 | 0% | 3.0% | 1 | -4 | -6% | 3% | 3 | 8

Look-ups from the entries so far.
CC(=O)c1ccc(NC(=O)c2nc(-c3ccc(Cl)cc3)n3c2CCCCC3)cc1 | Glioma ERSR ind = -3%
CCCCN(C(=O)CSc1cc(C)c2ccccc2n1)c1c(N)n(Cc2ccccc2)c(=O)[nH]c1=O | D2 PAM = 8
O=C(NC1CCCCC1)c1ccccc1NC(=S)NC(=O)C1CC1 | D1 antag = 18
Cc1cccc(C(=O)Nc2cccc(C(=O)N/N=C/c3cccc(C)n3)c2)c1 | D1 agonist = 0
CCOc1ccc(CCNC(=O)c2cc3c(-c4ccccc4F)nn(C)c3s2)cc1OCC | RXFP1 agonist = 0.0%

High-throughput results from PubChem BioAssay.
